CXCR6 block: inhibitors of human CXCR6 receptor | O00574 | CHO-K1 PathHunter CXCR6 beta-arrestin, luminescence | inhibition, % at 20 µM | 360,000 tested, 0.36% active | AID 602244; in the data active means inhibition above about 34%, passing the limit was not always enough;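 further: antagonist mode with CXCL16 agonist at 10 nM final; 0% = 10 nM CXCL16 with DMSO and 100% = unstimulated wells without agonist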
Target sequence (O00574 whole entry, looked up): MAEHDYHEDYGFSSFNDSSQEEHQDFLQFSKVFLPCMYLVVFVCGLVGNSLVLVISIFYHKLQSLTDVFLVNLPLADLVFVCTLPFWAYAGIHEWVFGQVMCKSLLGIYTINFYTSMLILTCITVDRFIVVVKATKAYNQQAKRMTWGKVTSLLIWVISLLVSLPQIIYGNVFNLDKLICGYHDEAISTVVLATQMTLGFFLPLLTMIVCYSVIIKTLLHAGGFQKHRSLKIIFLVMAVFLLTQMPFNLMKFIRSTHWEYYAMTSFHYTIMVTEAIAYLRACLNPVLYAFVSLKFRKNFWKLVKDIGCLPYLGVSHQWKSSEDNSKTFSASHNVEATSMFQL
CCR6 antagonist: blocks CCL20-driven beta-arrestin recruitment at human CCR6; P51684; CHO-K1 CCR6 PathHunter beta-arrestin, luminescence, CCL20-stimulated; inhibition, % at 20 µM; 340,000 tested, 0.49% active;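 active means compounds whose inhibition of the agonist-driven luminescence signal at 20 µM reaches about 50%, limit read from the data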;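 further: cells stimulated with CCL20 at 14 nM final; plate controls were DMSO with CCL20 for no effect and DMSO without agonist for full effect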
Target sequence (P51684 whole entry, looked up): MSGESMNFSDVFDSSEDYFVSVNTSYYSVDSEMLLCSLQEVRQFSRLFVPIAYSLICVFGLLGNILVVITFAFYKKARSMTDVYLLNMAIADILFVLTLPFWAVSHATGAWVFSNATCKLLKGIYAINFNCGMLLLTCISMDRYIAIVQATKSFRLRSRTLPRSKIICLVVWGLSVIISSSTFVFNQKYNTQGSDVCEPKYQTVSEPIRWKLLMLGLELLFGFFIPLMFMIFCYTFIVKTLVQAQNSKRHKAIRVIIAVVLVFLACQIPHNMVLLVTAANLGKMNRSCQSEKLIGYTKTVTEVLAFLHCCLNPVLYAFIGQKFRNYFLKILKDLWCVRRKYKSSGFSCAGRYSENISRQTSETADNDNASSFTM
697 NFkB inh: lowers PMA/ionomycin-induced NF-kB signal in 697 B cells; AID 435022; 697 B-cell NF-kB luciferase reporter, 16 h; inhibition, % at 4 µM; 330,000 tested, 0.33% active; in the data active means inhibition above about 35%
Mdm2-MdmX inh: human Mdm2/MdmX binding inhibition. AID 485346. 330,000 tested, 3% active. SaOS-2 split-luciferase Mdm2/MdmX complementation, luminescence. inhibition, % at 8 µM;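 active means inhibition of at least 50% at 8 µM in the primary screen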
UPR CHOP act: apoptotic UPR (CHOP) activation. CHO-CHOP luciferase reporter, luminescence; percent of tunicamycin response over DMSO baseline. activation, % at 10 µM. 330,000 tested, 0.34% active. AID 449763;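 active means at 10 µM dose, activation of 40% or more, normalized to positive control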;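 further: 100% = tunicamycin at 10 µg/mL and 0% = DMSO alone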
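Assay system: CHO-CHOP cells, stable luciferase reporter of PERK-eIF2a-CHOP signalling / Buffer or medium: F12 plus 10% serum / Compound dosing: one dose, 10 µM in 0.5% DMSO / Times: 6 h compound treatment, 37 °C / Technique: luciferase luminescence / Read-out: % reporter activation, DMSO baseline versus tunicamycin full activation / Benchmarks: tunicamycin and DMSO controls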
Jurkat NFkB inh: lowers PMA/ionomycin-induced NF-kB signal in Jurkat cells; PMA/ionomycin-induced NF-kB luciferase reporter, luminescence; inhibition, % at 4 µM; 330,000 tested, 0.53% active; in the data active means inhibition above about 50%
UPR XBP1 act: activators of adaptive arm of unfolded protein response (XBP1). CHO-XBP1 luciferase reporter, IRE1-XBP1 UPR activation, luminescence; percent of tunicamycin response, DMSO as zero. 330,000 tested, 0.33% active. activation, % at 20 µM;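 active means versus positive control, 20 µM dose yields 30% or more activation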;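 further: 100% = tunicamycin at 10 µg/mL and 0% = DMSO only wells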
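Material: CHO cell line with stable XBP1 luciferase reporter; schedule: 16-18 h cell attachment at 37 °C, then 6 h compound exposure; signal: glow luminescence from Steady-Glo reagent; medium: serum-containing F12 medium, 10% FBS; benchmarks: tunicamycin 10 µg/mL and vehicle-only wells; read-out: percent activation relative to tunicamycin reference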
EBI2 antag: antagonists of human EBI2 receptor; EBI2 beta-arrestin recruitment, luminescence, 7a,25-OHC stimulated; AID 651636; inhibition, % at 5 µM; P32249; 360,000 tested, 0.81% active; in the data active means inhibition above about 38%;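 further: enzyme fragment complementation signal reports receptor beta-arrestin coupling in cells; 0% = agonist plus DMSO wells and 100% = wells without agonist; some results beyond the cut were filed as inactive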
Target sequence (P32249 whole entry, looked up, the tested form may be a part): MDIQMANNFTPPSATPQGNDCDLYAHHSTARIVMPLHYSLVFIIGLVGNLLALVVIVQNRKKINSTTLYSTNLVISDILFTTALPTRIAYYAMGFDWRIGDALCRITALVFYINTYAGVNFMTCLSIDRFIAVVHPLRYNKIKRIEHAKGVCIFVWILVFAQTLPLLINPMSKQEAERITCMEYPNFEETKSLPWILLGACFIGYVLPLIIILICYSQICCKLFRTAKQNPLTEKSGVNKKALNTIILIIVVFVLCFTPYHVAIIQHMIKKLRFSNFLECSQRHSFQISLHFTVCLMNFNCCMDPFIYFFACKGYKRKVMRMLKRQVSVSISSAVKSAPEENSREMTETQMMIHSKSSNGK
Gli-Sufu antag: blocks Gli-Sufu signaling in a luciferase reporter; 340,000 tested, 0.74% active; inhibition, % at 5 µM; Sufu-KO-LIGHT fibroblasts, Gli luciferase reporter luminescence;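 active means inhibition above about 55%, limit read from the data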;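 further: 0% = DMSO-treated cells and 100% = wells with medium but no cells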
* = called active by the depositor; . = no result given. This is a random part of the collection; 5% or so of the library scored in one or more.

SMILES	CXCR6 block	CCR6 antagonist	697 NFkB inh	Mdm2-MdmX inh	UPR CHOP act	Jurkat NFkB inh	UPR XBP1 act	EBI2 antag	Gli-Sufu antag
Cc1cccc(C(=O)Nc2cccc(C(=O)N3CCOCC3)c2)c1	-10	-17	-5	-20	1.5	7	3	-5	-9
N#Cc1ccc(COc2ccc(CCO)cc2-n2nc3ccccc3n2)cc1	0	6	-25	2	-1.7	5	-2	14	-4
COCCNC(=O)c1cc2ncc(Br)cn2n1	-3	-4	16	12	-1.9	9	-2	-5	-5
O=C1CCN(C(=O)Nc2cccc(Cl)c2)N1	2	2	-11	2	1.3	-5	2	-2	-10
CCN(CCn1cccn1)C(=O)c1cc(COc2cc(C)ccc2C)on1	-7	13	-133	-94	7.5	-121	-2	5	-108
CSC(=NC#N)N1CCN(C(c2ccccc2)c2ccccc2)CC1	4	22	20	5	1.2	-24	-1	-2	7
CN(Cc1ccco1)S(=O)(=O)c1ccc2c(c1)CCN2C(=O)CCC(=O)O	12	2	-17	-16	-0.2	12	-3	6	3
O=C1c2cc(F)ccc2-n2c1nc1ccccc1c2=O	-20	-11	-46	63*	77*	46	12	-10	6
CCN(CC)C(=O)CN(c1cc2c(cc1OC)oc1ccccc12)S(=O)(=O)c1ccc(C)cc1	9	12	-5	-23	-0.1	-30	-1	21	4
CCOc1ccc(C2c3[nH]c4ccccc4c3C[C@H]3C(=O)N(C4CCN(Cc5ccccc5)CC4)CC(=O)N23)cc1OC (stereo partly drawn)	13	2	-8	31	10.0	0	-2	2	-1
C=CCOC(=O)/C(=C/c1cccnc1)NC(=O)c1ccccc1	5	4	-50	-8	1.9	-26	-1	-2	4
CCOC(=O)N1CCC(N2C(=O)c3ccccc3C2Nc2ccc(Cl)cn2)CC1 (stereo not drawn)	2	4	-9	-10	-0.6	1	-3	-2	7
CC(=O)Nc1ccc(NC(=O)C2CCN(C(=O)C3CC(=O)N(c4ccc(C)cc4)C3)CC2)cc1 (stereo not drawn)	-1	15	10	-2	1.2	-8	-4	11	-7
O=S(=O)(c1ccc(Cl)cc1)c1cnc2ccccc2n1	-3	4	7	53*	-1.2	7	0	-22	-2
Cc1cccc(NC(=O)C2CCCN(S(=O)(=O)c3c(C)nn(C)c3C)C2)c1 (stereo not drawn)	-1	7	-15	26	-2.2	-6	-3	-12	-11
COc1ccc(-c2nnc(SCC3CCCO3)n2C)cc1 (stereo not drawn)	-9	-6	10	4	3.7	-8	0	0	-7
CC(=O)n1cc([C@H]2C=C(C(=O)NCc3ccccc3)O[C@@H](OCc3ccc(CO)cc3)C2)c2ccccc21	6	11	6	26	4.4	10	-6	4	18
COc1ccc([N+](=O)[O-])cc1/C=N/Nc1nn[nH]n1	-6	6	9	14	0.5	-1	-1	1	1
O=C1CCNc2c(Cl)cc(Cl)cc21	0	-6	3	32	-0.5	17	-2	-1	-1
CN(CC(=O)Nc1ccccc1N1CCOCC1)S(=O)(=O)c1ccc(F)cc1	5	8	15	28	2.6	17	-4	5	2
COc1ccccc1C(=O)CN1C(=O)NC2(CCCCCC2)C1=O	-5	8	15	3	0.1	1	1	12	0
CCN(CC)CCCNC(=O)Cn1nc(-c2ccccc2)ccc1=O	-5	-8	0	-2	-1.0	-25	1	-7	3
O=C(O)C1CC=CCC1C(=O)Nc1ccccc1 (stereo not drawn)	-6	-6	8	-31	-0.9	6	-1	-8	-7
N#Cc1cnn2c(-c3cccc([N+](=O)[O-])c3)ccnc12	-4	5	5	10	0.8	12	2	1	0
CCN(CC)C(=O)CSc1nnc(-c2ccccc2)o1	0	1	-90	-24	4.5	-66	0	-4	-58
COc1ccc(C(=O)COC(=O)c2ccc3c(c2)OCO3)c(OC)c1	2	14	-24	-25	4.7	-15	1	-5	-6
Cc1ccc(S(=O)(=O)/N=C(/c2ccc(F)cc2)N2CCCCC2)cc1	-11	-15	-29	0	2.4	20	-1	-10	1
CC1CCN(C(=O)Cn2cc(S(=O)(=O)CC(=O)N3CCOCC3)c3ccccc32)CC1	-6	6	27	-10	-0.9	2	-1	-1	0
CCC(C(=O)NCC1CCCO1)N(C(=O)CNS(=O)(=O)c1ccccc1)c1ccc(F)cc1 (stereo not drawn)	1	13	12	-11	-2.8	-4	0	-2	-5
COc1ccc(CNC(=O)C2CCN(S(=O)(=O)N3CCC4(CC3)OCCO4)CC2)c(OC)c1	-2	5	-25	-3	-0.9	-19	-1	-3	99*
O=C(O)c1cn(Cc2ccccc2)c2ccccc2c1=O	1	-5	2	8	-1.0	5	0	2	3
CCOc1cc(/C=N\O)cc(Cl)c1OCC	2	-2	-19	5	-1.9	-15	2	4	5
CCc1nnc(NS(=O)(=O)c2ccc(N=Cc3c(C)[nH]n(-c4ccc(Cl)cc4)c3=O)cc2)s1	8	17	0	-8	2.6	-2	-3	5	-3
CS(=O)(=O)N(CC(=O)NC1CC1)c1cccc(F)c1	4	-13	7	2	-1.1	3	-1	-8	0
NC(N)=N/N=C/c1cccc([N+](=O)[O-])c1O	14	19	-19	12	-2.3	4	2	-8	-11
COC(=O)C(C(=O)OC)=C(/C=C/N(C)C)N(C)C	-5	5	17	11	1.7	6	1	-1	4

Complete entries as entered above. Order of values: CXCR6 block, CCR6 antagonist, 697 NFkB inh, Mdm2-MdmX inh, UPR CHOP act, Jurkat NFkB inh, UPR XBP1 act, EBI2 antag, Gli-Sufu antag
Profile of CCN(CC)C(=O)CSc1nnc(-c2ccccc2)o1 : 0, 1, -90, -24, 4.5, -66, 0, -4, -58
Profile of N#Cc1cnn2c(-c3cccc([N+](=O)[O-])c3)ccnc12 : -4, 5, 5, 10, 0.8, 12, 2, 1, 0
Profile of COc1ccc(-c2nnc(SCC3CCCO3)n2C)cc1 (stereo not drawn) : -9, -6, 10, 4, 3.7, -8, 0, 0, -7

The list continues.
SMILES	CXCR6 block	CCR6 antagonist	697 NFkB inh	Mdm2-MdmX inh	UPR CHOP act	Jurkat NFkB inh	UPR XBP1 act	EBI2 antag	Gli-Sufu antag
CCn1cc(C(=O)O)c(=O)c2cnc(N3CCN(C(=S)Nc4ccccc4Cl)CC3)nc21	3	-6	4	10	0.0	7	-1	-2	-47
Nc1ccccc1N1CCN(C(=O)c2ccccc2)CC1	1	19	8	-2	-0.7	-4	-1	-28	-1
O=S(=O)(c1ccccc1Cl)N1CCC(O)(c2ccc3c(c2)OCO3)CC1	-1	0	6	18	-0.8	8	-2	0	-4
CCC1C(=O)NCCN1C(=O)CCc1nnc(CCc2ccc(OC)cc2)o1 (stereo not drawn)	-7	-6	1	18	5.9	8	-1	-10	-6
O=C1CN(C(=O)COc2ccccc2)c2ccccc2N1	-3	4	3	0	1.6	9	-4	-7	-18
CC(C)C1Nc2ccc(S(=O)(=O)N3CCOCC3)cc2NC1=O (stereo not drawn)	7	4	7	-13	-0.1	-15	-3	-10	8
CN(C)c1cc[n+](CC(=O)Nc2ccc([N+](=O)[O-])cc2Cl)cc1	-4	4	5	22	0.0	-10	6	0	-2
CC(C)(C)OC(=O)N1CCC(c2c(C(=O)N3CCN(C(=O)c4ccco4)CC3)cnn2-c2ccc(F)cc2F)CC1	10	6	26	10	-0.4	-6	-3	-4	11
COc1ccc(/C(C#N)=C/c2cccnc2)cc1	-14	.	-18	-17	3.1	-14	6	2	.
Cn1c(Cc2cccs2)nnc1SCc1nc2ccccc2[nH]1	-1	23	2	2	1.3	0	1	8	13
CCOc1cc(/C=C/C(=O)OCC(=O)NCCN2C(=O)CSC2=O)ccc1OCC(C)C	0	9	6	19	-0.8	-4	-1	26	6
Cn1c(=O)oc2cc(S(=O)(=O)CCC(=O)N3CCN(c4ccccc4)CC3)ccc21	-1	3	13	7	0.9	5	-7	0	16
OC1CN=C2Sc3ccccc3N2C1 (stereo not drawn)	-7	21	29	7	-0.9	-1	0	-5	5
Cc1ccc(CN2C(=O)[C@H]3Cc4c([nH]c5ccccc45)C(C)(C)N3C2=O)cc1	-1	7	-2	1	0.0	4	-4	8	-8
O=C1OCCC1Sc1nnc(-c2cccnc2)n1-c1ccccc1F (stereo not drawn)	2	5	13	-7	-0.4	11	-2	-1	4
Cc1cc(C)cc(OCc2ccc(C(=O)NC3CCOC3=O)o2)c1 (stereo not drawn)	-10	7	15	6	0.2	3	1	0	-12
Cc1nc(-c2ccc(F)cc2)c(CC(=O)NCC(=O)Nc2ccc(F)c(F)c2)s1	-1	12	15	7	-0.5	6	-2	5	5
O=C(NCCNc1ccc([N+](=O)[O-])cc1C(F)(F)F)c1ccc(F)cc1	2	17	-3	-2	-2.4	8	-2	8	-3
Cc1nnc(SCC(=O)NCc2cccs2)n1-c1ccccc1	-2	7	17	-3	-1.5	17	0	-3	2
CC1(C)O[C@@H]2[C@H](O1)[C@@H](CO)O[C@H]2n1ccc(=O)[nH]c1=O	6	-3	18	9	-2.3	-10	0	-5	-14
COc1ccc(-c2csc(NC(=O)C3CCN(c4ncnc5sc(C)c(C)c45)CC3)n2)cc1OC	-19	12	-6	68*	5.2	53*	5	5	72*
COc1ccccc1CNc1nc2nc(C)cc(=O)n2[nH]1	-17	5	0	-11	1.4	-9	0	-4	10
Brc1ccccc1Cn1cnc2ccccc21	1	14	-9	17	-0.9	-3	-8	-8	8
Cc1cc(-c2ccccc2)c2c(=O)n(-c3ccccc3)[nH]c2n1	9	22	19	5	0.6	-4	-5	5	-2

Continued, overlapping the part above by 3 compounds.
SMILES	CXCR6 block	CCR6 antagonist	697 NFkB inh	Mdm2-MdmX inh	UPR CHOP act	Jurkat NFkB inh	UPR XBP1 act	EBI2 antag	Gli-Sufu antag
COc1ccccc1CNc1nc2nc(C)cc(=O)n2[nH]1	-17	5	0	-11	1.4	-9	0	-4	10
Brc1ccccc1Cn1cnc2ccccc21	1	14	-9	17	-0.9	-3	-8	-8	8
Cc1cc(-c2ccccc2)c2c(=O)n(-c3ccccc3)[nH]c2n1	9	22	19	5	0.6	-4	-5	5	-2
COc1ccc(C(=O)N2CCN(c3ccc(F)cc3)CC2)cc1S(=O)(=O)NC1CC1	-2	-2	-15	-40	3.8	-4	3	-12	-20
O=C(CCc1nc2ccccc2c(=O)[nH]1)Nc1ccccc1N1CCCC1	8	6	9	-9	0.5	13	1	12	2
CC(=O)c1ccc(OCCCC(=O)Nc2cc(S(=O)(=O)N(C)C)ccc2C)cc1	2	8	8	2	-1.4	10	-2	-6	-6
O=C1NC(=O)C2(CCCC2C(=O)O)N1 (stereo not drawn)	10	12	.	.	.	.	.	-1	2
CN(CC(=O)Nc1cccc(F)c1)C(=O)Cn1c(=O)oc2ccccc21	0	8	22	-9	1.7	5	0	-11	0
COc1ccc2oc(C(=O)OCC(=O)NCCN3C(=O)CSC3=O)c(C)c2c1	-9	-1	-7	-26	-0.2	-17	-2	-1	-4
CCCCCCNC(=O)c1c(O)c2ccccc2[nH]c1=O	2	5	-16	29	0.7	-19	1	4	-38
Cc1c(-c2ccco2)[n+](=O)c2c(n1[O-])CCC2	1	4	-2	-1	-0.4	-1	-1	-4	-12
Cc1cccc(C)c1N1CC(=O)N(c2c(C)cccc2C)CC1=O	2	5	12	19	1.6	2	-2	-16	-1
CN(C)C(=O)CSc1n[nH]c(=O)n1CCc1ccccc1	0	-5	14	23	0.2	20	-1	-2	-24
Cc1ccc(C)c(N(CC(=O)NCC2CCCO2)C(=O)CCC(=O)Nc2nccs2)c1 (stereo not drawn)	2	-2	12	7	3.9	10	-4	3	0
